High-throughput results deposited in PubChem BioAssay by several laboratories.
Mtb FBA inh: Mtb fructose-bisphosphate aldolase inhibition; inhibition, % at 1 µM; purified M. tuberculosis FBA, fluorescence read-out; P9WQA3; AID 588726; 360,000 compounds, 2.3% hits; in the data active = inhibition above about 27%;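 also: 0% = vehicle and 100% = reference inhibitor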
Rv3671c protease: Rv3671c (M. tuberculosis) protease inhibition; inhibition, % at 5.96 µM; P9WHR9; 320,000 compounds, 0.048% hits; AID 2606; in the data active = inhibition above about 38%;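 also: extracellular domain of Rv3671c used as enzyme; 0% = enzyme with DMSO and 100% = no enzyme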
Target sequence (P9WHR9 whole entry, looked up, the tested form may be a part): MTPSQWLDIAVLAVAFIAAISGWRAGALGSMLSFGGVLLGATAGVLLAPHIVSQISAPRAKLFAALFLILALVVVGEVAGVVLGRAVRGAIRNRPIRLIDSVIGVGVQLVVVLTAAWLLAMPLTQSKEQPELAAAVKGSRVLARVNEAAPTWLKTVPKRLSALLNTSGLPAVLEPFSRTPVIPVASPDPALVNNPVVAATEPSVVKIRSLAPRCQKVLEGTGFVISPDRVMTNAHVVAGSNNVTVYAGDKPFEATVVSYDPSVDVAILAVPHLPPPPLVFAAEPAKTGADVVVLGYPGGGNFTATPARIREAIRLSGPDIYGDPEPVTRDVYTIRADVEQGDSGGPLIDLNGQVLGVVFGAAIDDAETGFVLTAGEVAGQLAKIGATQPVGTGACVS
Mtb BioA inh: BioA (M. tuberculosis) enzyme inhibition; 360,000 compounds, 0.096% hits; inhibition, % at 9.99 µM; AID 602481; purified M. tuberculosis BioA enzyme, plate reader; in the data active = inhibition above about 40%; inconclusive = no clear call, values can overlap the other calls
CCHF vOTU inh: CCHFV vOTU protease inhibition. 370,000 compounds, 0.55% hits. inhibition, % at 11.5 µM. AID 651958. Pep-AMC fluorescence; also: 0% = vehicle wells with enzyme and 100% = no enzyme wells
GDH-TPI inh: GDH-TPI coupled enzyme inhibition counter-screen; AID 588335; 360,000 compounds, 1.2% hits; inhibition, % at 4.8 µM; GDH-TPI coupled enzyme counterscreen, NADH absorbance;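 also: 0% = DMSO wells and 100% = wells lacking the enzyme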
UGM FP inh: inhibitors of M. tuberculosis UDP-galactopyranose mutase; P9WIQ1; purified UGM, fluorescence polarization probe displacement; inhibition, % at 10 µM; 320,000 compounds, 0.06% hits; in the data active = inhibition above about 10%, passing the limit was not always enough; inconclusive = no clear call, values can overlap the other calls
Target sequence (P9WIQ1 whole entry, looked up): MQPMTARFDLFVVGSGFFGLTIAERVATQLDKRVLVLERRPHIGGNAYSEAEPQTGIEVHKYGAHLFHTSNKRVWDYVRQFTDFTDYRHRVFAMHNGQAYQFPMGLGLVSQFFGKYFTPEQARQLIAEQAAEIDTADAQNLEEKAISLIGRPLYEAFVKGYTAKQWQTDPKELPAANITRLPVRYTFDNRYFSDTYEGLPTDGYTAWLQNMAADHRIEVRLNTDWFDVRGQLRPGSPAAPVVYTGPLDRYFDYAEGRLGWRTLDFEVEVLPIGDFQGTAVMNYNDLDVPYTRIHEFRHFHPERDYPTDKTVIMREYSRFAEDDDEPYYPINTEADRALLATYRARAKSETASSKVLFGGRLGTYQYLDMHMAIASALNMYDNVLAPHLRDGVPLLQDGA
FadD28 binding: M. tuberculosis FadD28 bisubstrate binding inhibition | FadD28 bisubstrate probe binding, fluorescence polarization | inhibition, % at 12.5 µM | 360,000 compounds, 0.22% hits; in the data active = inhibition above about 8.5%, passing the limit was not always enough; inconclusive = no clear call, values can overlap the other calls
MazF activator: MazEF (E. coli) toxin RNase activation. P0AE70. 350,000 compounds, 0.32% hits. FAM/BHQ RNA-DNA oligo cleavage fluorescence, 5 h. activation, % at 20 µM; in the data active = activation above about 50%
Target sequence (P0AE70 whole entry, looked up): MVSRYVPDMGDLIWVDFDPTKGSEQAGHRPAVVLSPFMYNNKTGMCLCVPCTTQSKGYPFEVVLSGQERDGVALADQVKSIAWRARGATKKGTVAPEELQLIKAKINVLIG
VHR inh abs: blocks human VHR1 dual specificity phosphatase | recombinant VHR phosphatase, pNPP absorbance | P51452 | 290,000 compounds, 0.52% hits | AID 1654 | inhibition, % at 13.3 µM; in the data active = inhibition above about 50%; also: some compounds called inactive have numbers as strong as hits
BoNT-F LC inh: BoNT F light chain protease inhibition; Multiplex microsphere protease cleavage assay, flow cytometry; inhibition, % at 10 µM; 360,000 compounds, 0.22% hits; AID 588497; in the data active = inhibition above about 35%, passing the limit was not always enough; inconclusive = no clear call, values can overlap the other calls; also: plate controls were buffer without enzyme for full effect and enzyme alone for no effect
The depositor's hits bear a star; u = inconclusive; x = not tested or not shown. Rule as the data show it, unless noted: active = inhibition above about 30%; inactive = the rest. Rows were taken by chance; 4.9% or so of the library scored in one or more.

cpd | SMILES | Mtb FBA inh | Rv3671c protease | Mtb BioA inh | CCHF vOTU inh | GDH-TPI inh | UGM FP inh | FadD28 binding | MazF activator | VHR inh abs | BoNT-F LC inh
1 | COc1ccc(C2=NOC(C(=O)Nc3c(C)n(C)n(-c4ccccc4)c3=O)C2)cc1OC (configuration not stated) | 1 | -6 | 1.5 | 4 | -13 | -1.5 | -1.5 | 12 | -9 | -5
2 | CCC(C(=O)Oc1c(C(C)C)cccc1C(C)C)c1ccccc1 (configuration not stated) | -1 | 3 | -1.4 | 7 | 8 | 3.7 | -2.1 | -17 | x | 2
3 | O=C(N/N=C/c1ccc2c(c1)OCO2)c1cccc(NC(=O)c2ccccc2Cl)c1 | 5 | -35 | -0.7 | 9 | 17 | -0.5 | -4.4 | 11 | 23 | 3
4 | CCCC(c1nnnn1CCC(C)C)N1CCC(C(N)=O)CC1 (configuration not stated) | -1 | -1 | 8.4 | 5 | 17 | 1.0 | 0.7 | 8 | -3 | -16
5 | COC(=O)C1=C(c2cccc(OC)c2OC)C[C@@H]2CC[C@H]1N2C(=O)N1CCC(C)CC1 | 0 | -3 | 0.2 | 1 | -3 | 1.0 | -0.3 | 2 | x | -5
6 | COc1ccc(C(CNC(=S)NCc2ccccc2)N2CCCC2)cc1 (configuration not stated) | 1 | 1 | x | -8 | -4 | 4.0 | -5.2 | 17 | 13 | -5
7 | Cc1ccnc(NC(=O)CNC(=O)c2ccc(C)s2)c1 | 5 | 2 | 0.3 | 13 | 5 | x | -0.9 | -7 | x | 6
8 | CCc1nnc(NC(=O)C2CCN(S(=O)(=O)c3ccc(C)cc3)CC2)s1 | -2 | -6 | x | 11 | 0 | 2.8 | -4.0 | 3 | 25 | -4
9 | COc1cccc(/C=C/C(=O)OCC(=O)c2ccc(S(=O)(=O)N3CCCCC3)cc2)c1OC | 0 | -8 | 0.3 | 10 | 6 | -0.5 | -0.6 | -7 | x | 1
10 | O=C(OC1CCOC1=O)c1ccc(N2CCCC2)c([N+](=O)[O-])c1 (configuration not stated) | -6 | 0 | x | 10 | 4 | 0.7 | -4.4 | 0 | 7 | -2
11 | COc1ccc(CNc2ccc(S(N)(=O)=O)cc2)cc1 | -2 | -4 | x | -1 | -1 | 1.5 | -0.1 | -1 | 39 | -2
12 | CC(CN(C)Cc1ccccc1)OC(=O)c1cccc(F)c1 (configuration not stated) | 2 | 2 | -0.2 | -6 | 4 | -1.0 | 0.3 | 2 | 11 | -4
13 | CS(=O)(=O)NNC(=O)C1Cc2c(ccc3ccccc23)O1 (configuration not stated) | 3 | -5 | 0.5 | -4 | -6 | 4.0 | -1.5 | 6 | x | -26
14 | CCCc1n[nH]c2c1/C(=N\OCC)CC(C)(C)C2 | 3 | 8 | x | 0 | 2 | 2.0 | -3.7 | 0 | -4 | 4
15 | CCc1cc2c(=O)c(-c3nc4ccccc4n3C)coc2c(CN2CCC(C)CC2)c1O | 7 | x | -2.4 | -12 | 14 | x | -0.9 | 4 | 27 | -41
16 | CCC(=O)N1CCc2cc(S(=O)(=O)NCCCOC)ccc21 | 0 | 5 | -1.3 | 1 | 8 | 1.1 | 1.6 | 2 | 16 | -2
17 | CSCCC(NC(=O)c1cc([N+](=O)[O-])ccc1Cl)C(=O)O (configuration not stated) | -2 | 8 | -2.6 | -1 | 8 | -1.2 | 0.2 | 7 | 9 | 5
18 | Cc1ccccc1NC(=O)c1cccc(S(=O)(=O)N2CCOCC2)c1 | 1 | 5 | -1.2 | 4 | -8 | 1.1 | -0.8 | 7 | 36 | 6
19 | CCN(C(=O)CSc1n[nH]c(-c2ccccc2)n1)c1c(N)n(Cc2ccccc2)c(=O)[nH]c1=O | 3 | -4 | -1.3 | -1 | 2 | -1.0 | -1.9 | 0 | x | -6
20 | CCc1ccc(N2CC(C(=O)OCC(=O)NC3CC3)CC2=O)cc1 (configuration not stated) | 1 | -1 | 2.8 | -10 | 6 | 0.3 | -3.2 | 3 | x | -6

Sorted by molecular weight (highest first): part of the list above
cpd | SMILES | Mtb FBA inh | Rv3671c protease | Mtb BioA inh | CCHF vOTU inh | GDH-TPI inh | UGM FP inh | FadD28 binding | MazF activator | VHR inh abs | BoNT-F LC inh
5 | COC(=O)C1=C(c2cccc(OC)c2OC)C[C@@H]2CC[C@H]1N2C(=O)N1CCC(C)CC1 | 0 | -3 | 0.2 | 1 | -3 | 1.0 | -0.3 | 2 | x | -5
8 | CCc1nnc(NC(=O)C2CCN(S(=O)(=O)c3ccc(C)cc3)CC2)s1 | -2 | -6 | x | 11 | 0 | 2.8 | -4.0 | 3 | 25 | -4
17 | CSCCC(NC(=O)c1cc([N+](=O)[O-])ccc1Cl)C(=O)O (configuration not stated) | -2 | 8 | -2.6 | -1 | 8 | -1.2 | 0.2 | 7 | 9 | 5

Carrying on.
cpd | SMILES | Mtb FBA inh | Rv3671c protease | Mtb BioA inh | CCHF vOTU inh | GDH-TPI inh | UGM FP inh | FadD28 binding | MazF activator | VHR inh abs | BoNT-F LC inh
21 | COC(=O)N/N=C/c1ccc(-c2ccc(Cl)c(Cl)c2)o1 | -1 | 7 | x | -7 | 32* | 0.3 | 0.0 | 3 | -9 | -6
22 | CCOc1ccccc1N1C(=O)c2ccc(S(=O)(=O)c3ccc(C(=O)O)cc3)cc2C1=O | -1 | -2 | -1.0 | 15 | 3 | 0.7 | -2.5 | -1 | -7 | -16
23 | CC(C)(C)N(NC(=O)Nc1ccc(Cl)cc1)C(=O)c1ccccc1 | -1 | 7 | -0.8 | -7 | 4 | -4.2 | -0.3 | -5 | 2 | 1
24 | Cc1ccc(S(=O)(=O)c2c(N)n(CCN3CCOCC3)c3nc4ccccc4nc23)cc1C | 15 | -2 | -1.6 | -2 | 14 | 0.5 | -0.3 | -2 | 19 | 5
25 | CCOC(=O)C1CCN(C(=O)c2cc3c(=O)n4cccc(C)c4nc3s2)CC1 | 100* | -10 | 0.4 | -18 | 12 | 0.5 | -2.6 | 4 | 17 | -2
26 | COc1cc(C(=O)CCc2ccc3c(c2)OCO3)cc(OC)c1OC | -1 | x | 0.5 | 5 | 4 | x | -3.1 | 8 | x | -5
27 | Cc1ccc(NC(=O)CSCc2cc(=O)n3nc(C4CC4)sc3n2)cc1 | -2 | -2 | 1.1 | 10 | -6 | 0.0 | -4.4 | 6 | -16 | 5
28 | Cc1cc(CN2CCN(CC(=O)Nc3cc(Cl)ccc3-n3cncn3)CC2)no1 | 6 | x | 2.2 | -3 | -1 | x | -0.7 | -4 | x | 5
29 | Cc1[nH]c2ccccc2c1CCNC(=O)c1c(N)no[n+]1[O-] | -2 | -3 | x | -2 | -4 | 1.4 | -0.4 | 4 | 26 | -7
30 | O=C(CCc1ccccc1)N/N=C/c1cccc(O)c1 | 1 | 2 | x | 8 | 6 | -1.1 | -1.6 | -19 | -1 | -1
31 | CCN(Cc1ccccc1)C(=O)c1ccc(Cl)cc1[N+](=O)[O-] | 0 | 3 | x | 2 | -3 | 2.3 | -0.8 | 1 | 12 | -2
32 | O=C(Oc1ccc(=O)n(-c2ccccc2)n1)c1ccc(Cl)cc1 | 1 | 6 | 0.6 | 2 | -3 | -0.6 | -7.1 | -6 | 12 | 3
33 | CCN(CC)c1ccc(NC(=O)c2[nH]c(C)c(C(C)=O)c2C)c(C)c1 | 6 | 4 | 0.1 | 7 | 12 | 3.1 | 0.8 | 0 | -9 | -12
34 | C[C@@H]1CC2[C@@H]3CC[C@H]4CC(=O)CC[C@]4(C)C3=CC[C@]2(C)[C@@]1(O)C(=O)CO (some centres not stated) | 3 | -6 | 2.8 | 3 | 2 | -0.4 | -0.5 | 1 | 10 | 1
35 | NC(=O)COc1ccc(NC(=O)CC23CC4CC(CC(C4)C2)C3)cc1 | 4 | -2 | -2.0 | -1 | 3 | -3.1 | -0.3 | 12 | -6 | -2
36 | COc1ccc(N=C2NN=C(c3c(C)[nH]c4ccccc34)CS2)cc1 | 2 | -9 | x | 10 | 13 | 0.0 | -5.4 | 9 | 8 | -13
37 | CC(=O)C1C(c2ccc([N+](=O)[O-])cc2)c2c(noc2C)CC1(C)O (configuration not stated) | -4 | -1 | x | -2 | -3 | 1.0 | -0.8 | 5 | 5 | u
38 | COc1ccc(CCn2c(C)cc(C(=O)COC(=O)c3cnc(C)cn3)c2C)cc1 | 1 | -7 | x | -4 | 8 | 0.0 | -2.5 | 7 | x | 7
39 | CCN1C(=O)[C@@H]2[C@@H](c3ccc(-c4ccc5c(c4)OCO5)c(OC)c3)N3CCC[C@@]3(C(=O)OC)[C@@H]2C1=O | 1 | 8 | 0.5 | 3 | 10 | 1.7 | -4.2 | 4 | x | -7
40 | CCOc1ccc(-n2c(SCc3ccc(C(=O)OC)o3)nc3c(c2=O)SCC3)cc1 | 0 | 4 | x | -5 | 13 | -0.6 | 0.7 | -5 | 20 | -7
41 | CCOc1ccc(S(=O)(=O)NCCC(=O)N(C)Cc2cccs2)cc1 | 2 | 2 | -0.4 | -9 | -3 | -0.9 | x | 8 | x | -2
42 | CCOC(=O)c1nn(-c2ccccc2F)c(-c2ccccc2)c1C(=O)c1ccccc1 | -1 | -8 | -1.9 | 6 | -2 | 0.0 | -4.0 | -15 | 2 | -7
43 | COc1cc(CC(=O)C(=O)O)oc(=O)c1 | -2 | x | -1.6 | 13 | 5 | x | -0.9 | 3 | x | -2
44 | CCCCCCCNC(=O)CN1N=C(c2ccc(C)cc2)CCC1=O | -5 | -3 | -1.1 | 19 | -10 | -2.9 | -4.0 | 1 | 10 | 8
45 | CCOC(=O)Nc1sc(C)c(C)c1C(=O)OCC | 0 | 3 | x | 2 | 10 | -3.5 | -1.1 | -12 | -2 | -1
46 | CC(=O)C(Cc1ccccc1)NC(=O)CN1c2cccc3cccc(c23)S1(=O)=O (configuration not stated) | 9 | 1 | -2.0 | -9 | 13 | -1.2 | -0.7 | 0 | x | 5
47 | Cc1ccc(NC(=O)CCCc2ccccc2)c([N+](=O)[O-])c1 | -1 | x | 7.5 | 26 | 0 | -3.0 | -4.7 | 2 | 0 | 17
48 | O=C1NC(c2ccccc2)Nc2c1sc(=S)n2-c1ccccc1 (configuration not stated) | -2 | 1 | x | 6 | 18 | -0.2 | -3.3 | -3 | 24 | 4

Only CCHF vOTU inh, MazF activator and GDH-TPI inh, for some of the entries so far:
#	mol	CCHF vOTU inh	MazF activator	GDH-TPI inh
23	CC(C)(C)N(NC(=O)Nc1ccc(Cl)cc1)C(=O)c1ccccc1	-7	-5	4
24	Cc1ccc(S(=O)(=O)c2c(N)n(CCN3CCOCC3)c3nc4ccccc4nc23)cc1C	-2	-2	14
25	CCOC(=O)C1CCN(C(=O)c2cc3c(=O)n4cccc(C)c4nc3s2)CC1	-18	4	12
26	COc1cc(C(=O)CCc2ccc3c(c2)OCO3)cc(OC)c1OC	5	8	4
27	Cc1ccc(NC(=O)CSCc2cc(=O)n3nc(C4CC4)sc3n2)cc1	10	6	-6
28	Cc1cc(CN2CCN(CC(=O)Nc3cc(Cl)ccc3-n3cncn3)CC2)no1	-3	-4	-1
29	Cc1[nH]c2ccccc2c1CCNC(=O)c1c(N)no[n+]1[O-]	-2	4	-4
